CHO parental Ca = counter-screen: ATP calcium response change in parental CHO cells | parental CHO-K1, ATP-induced calcium, Fluo-8 fluorescence | actives 0.63% (n = 330,000) | inhibition, % at 5.6 µM | AID 463079;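 active = inhibition above that plate's mean sample inhibition plus 3 SD, cut at about 26% in these data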;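 also: 0% = ATP-challenged DMSO wells and 100% = DMSO wells without ATP; some compounds past the cut are filed as inactive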
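Measured by: calcium-sensitive Fluo-8 fluorescence / Test system: CHO parental line / Controls: ATP-challenged DMSO wells low, unchallenged DMSO wells high / Measure: % inhibition / Compound: single nominal dose of 5.6 µM per compound / Replicates: single well per compound, no replicates / Reagent: ATP as calcium-mobilizing challenge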
M1 ag parental = nonselective activator or artifact in parental CHO-K1 cells; Fluo-8 calcium fluorescence; scaled to maximal ATP response, vehicle zero; activation, % at 3 µM; actives 0.48% (n = 360,000); AID 602248; in the data active = activation above about 15%;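 also: untransfected CHO-K1 host cells lacking M1 receptor as counterscreen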
TAAR1 antagonist = human TAAR1 antagonism | actives 1.5% (n = 360,000) | inhibition, % at 3 µM | CHO RD-HGA16 TAAR1, Fluo-8 calcium fluorescence, antagonist | Q96RJ0;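 active = inhibition above a per-plate cutoff, the mean inhibition of test compounds on that plate plus 3 SD, cut at about 49% in these data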;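 also: 0% = DMSO plus EC80 beta-PEA response and 100% = DMSO alone without agonist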
Target sequence (Q96RJ0 whole entry, looked up): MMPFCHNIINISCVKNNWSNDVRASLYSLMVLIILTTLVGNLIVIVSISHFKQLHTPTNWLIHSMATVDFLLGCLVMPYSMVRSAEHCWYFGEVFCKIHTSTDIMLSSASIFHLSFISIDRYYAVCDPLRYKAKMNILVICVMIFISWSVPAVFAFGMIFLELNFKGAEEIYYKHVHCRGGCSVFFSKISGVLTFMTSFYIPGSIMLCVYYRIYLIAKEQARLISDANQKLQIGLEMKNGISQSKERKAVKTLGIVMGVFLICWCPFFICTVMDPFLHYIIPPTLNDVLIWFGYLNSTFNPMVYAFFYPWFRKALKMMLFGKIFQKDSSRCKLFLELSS
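Assay system: CHO-derived RD-HGA16 cells stably expressing human TAAR1 plus Gα16. Timing: 140 s kinetic read after compound, 140 s after agonist. Technique: kinetic Fluo-8 calcium fluorescence measurement. Measure: % inhibition of agonist calcium response.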
CHO-K1 Ca PAM = nonselective activator or artifact in parental CHO-K1 calcium assay. ATP EC20, Fluo-8 calcium fluorescence; 0% at ATP EC20, 100% at ATP max. activation, % at 3 µM. actives 0.02% (n = 360,000);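 active = activation above the run cutoff, the mean activation of all test compounds plus 3 SD, cut at about 40% in these data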;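 also: peak over basal fluorescence ratio in a 140 s read after ATP addition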
CHRM1 agonist = activates human CHRM1 receptor | P11229 | CHO-K1 hM1, Fluo-8 calcium fluorescence, agonist mode; 0% DMSO, 100% acetylcholine EC100 | activation, % at 3 µM | actives 0.33% (n = 360,000) | AID 588814;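 active = activation above the run's mean compound activation plus 3 SD, cut at about 16% in these data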;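 also: peak over basal fluorescence ratio within a 140 s kinetic read after compound addition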
OXTR potentiate = human OXTR potentiation; CHO-OTR cells, Fluo-8 calcium fluorescence, potentiator mode; 0% = oxytocin EC15, 100% = EC100; activation, % at 3 µM; actives 0.061% (n = 320,000);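 active = activation above that plate's cutoff, the mean activation of tested compounds plus 3 SD, cut at about 6.6% in these data, passing the limit was not always enough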;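 also: 100% uses oxytocin at 75 nM as the full agonist control; some results filed as inactive read as strong as hits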
Target sequence (P30559 whole entry, looked up): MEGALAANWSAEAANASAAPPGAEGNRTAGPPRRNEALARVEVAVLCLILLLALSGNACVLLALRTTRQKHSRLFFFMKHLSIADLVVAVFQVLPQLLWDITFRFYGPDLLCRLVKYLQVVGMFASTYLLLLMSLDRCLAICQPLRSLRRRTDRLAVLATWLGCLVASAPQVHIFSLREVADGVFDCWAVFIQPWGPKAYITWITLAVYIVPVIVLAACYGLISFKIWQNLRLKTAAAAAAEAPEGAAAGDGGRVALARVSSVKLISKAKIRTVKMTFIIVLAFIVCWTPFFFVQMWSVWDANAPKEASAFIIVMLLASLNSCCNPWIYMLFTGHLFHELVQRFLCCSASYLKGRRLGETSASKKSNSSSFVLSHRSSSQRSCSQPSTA
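assay system = CHO-OTR cells, human receptor | schedule = compound 6 min at room temperature before oxytocin, 100 s read | detection = Fluo-8 intracellular calcium fluorescence, ex 470-495, em 515-575 nm | evaluation = normalized max/min fluorescence ratio, % activation | control set = EC15 oxytocin alone as 0%, 75 nM oxytocin (EC100) as 100%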
V1R ag counter = counter-screen for oxytocin receptor agonists: human V1a receptor agonists; P37288; CHO-V1R cells, Fluo-8 calcium fluorescence, agonist mode; 0% DMSO, 100% 3 nM vasopressin; activation, % at 3 µM; actives 0.25% (n = 320,000); AID 2797;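 active = activation above the mean activation of all tested compounds plus 3 SD, per screening run, cut at about 20% in these data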;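 also: signal is peak over basal fluorescence ratio across a 100 second FLIPR read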
TAAR1 ag = agonists of human TAAR1; actives 0.99% (n = 360,000); CHO RD-HGA16 TAAR1, Fluo-8 calcium fluorescence; vehicle wells 0%, saturating PEA agonist 100%; activation, % at 3 µM; AID 624467; Q96RJ0;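 active = activation above the mean activation of all test compounds in the run plus 3 SD, cut at about 38% in these data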
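Test system: RD-HGA16 (CHO) cells co-expressing Gα16 and hTAAR1; dosing: one-point dosing at 3 µM (nominal); timing: 17-24 h seeding, 75 min 37 °C dye, 30 min RT; signal: kinetic Fluo-8 calcium fluorescence; read-out basis: % activation relative to PEA EC100 response; controls: DMSO and PEA EC100; replicates: n 1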
CHO-K1 Ca antag = counter-screen for M1 antagonists: effect in parental CHO-K1 cells; ATP-induced calcium, Fluo-8 fluorescence; inhibition, % at 3 µM; actives 0.6% (n = 360,000); AID 602250;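 active = inhibition above a per-plate cutoff, the plate's mean sample inhibition plus 3 SD, cut at about 24% in these data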;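 also: 0% = DMSO plus EC80 ATP and 100% = DMSO alone without ATP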
* = called active by the depositor; . = no result given.

SMILES	CHO parental Ca	M1 ag parental	TAAR1 antagonist	CHO-K1 Ca PAM	CHRM1 agonist	OXTR potentiate	V1R ag counter	TAAR1 ag	CHO-K1 Ca antag
Cc1ccc(Cl)cc1NC(=O)CSc1nncn1-c1ccccn1	-15	13	-6	3	-3	-4	1.3	1	14
Cc1cc(NC(=O)CCC(=O)N(CC(=O)NC2CCCC2)c2ccc(Cl)c(Cl)c2)no1	-13	-0.3	3	-7	-4	-5	-0.5	2	14
N#Cc1ccsc1NC(=O)CSc1nnc(-c2ccccc2)o1	-6	-0.1	9	-6	-3	-2	1.1	8	21
O=C1NC2(O)C(=O)c3ccccc3C2(O)N1 (configuration not stated)	9	0.9	-8	15	-4	-11	-0.1	3	-12
Cc1cc(C)nc(SCc2ccc([N+](=O)[O-])cc2)n1	-8	0.3	18	24	-4	-1	-1.2	1	-14
COc1ccc(-c2[nH]ncc2CN2CCN(C(=O)c3ccco3)CC2)cc1F	-12	1.7	-10	10	-5	-17	-0.6	2	-11
Cn1c(=O)c2c(nc(Sc3n[nH]c(N)n3)n2Cc2ccccc2Cl)n(C)c1=O	11	-0.1	0	12	-2	-6	-0.8	2	-4
O=C1CSC(c2ccccc2O)N1Cc1ccccc1 (configuration not stated)	-13	2.2	-10	8	-7	-9	2.9	-1	-17
CC(Sc1nnc(COc2ccccc2)n1Cc1ccccc1)C(=O)O (configuration not stated)	0	0.0	-10	5	-3	-14	0.8	9	-5
O=C(COC(=O)c1ccc(Cl)nc1)NC(=O)c1ccc(OC(F)F)cc1	-9	0.5	-15	-12	-1	-10	0.9	2	2
COc1ccc(/C=C2\SC(c3ccc(C)cc3)=NC2=O)cc1OC	-16	0.4	12	9	-2	-6	1.3	21	-11
CC(=O)C1C(c2ccc3ncccc3c2)NC(=O)NC1(O)C(F)(F)F (configuration not stated)	-5	0.3	-12	10	-4	-1	0.1	14	-9
COc1ccc(-c2cc(C(=O)Nc3ccc(OC)c(OC)c3)no2)cc1	-9	0.9	3	15	-3	-12	2.2	1	-10
CN1CCN(c2ccc(NC(=O)c3cc(S(N)(=O)=O)ccc3N3CCOCC3)cc2)CC1	-19	-0.2	-4	-11	-1	-5	0.3	0	3
CC(C)c1ccc(OCC(=O)NCCO)cc1	7	0.4	-17	6	-3	1	0.3	1	-7
Cc1cc(C)cc(OCC(=O)N/N=C/c2ccco2)c1	-14	0.8	7	7	-3	-11	0.4	5	-13
O=C(NC(=S)Nc1cccc(NC(=O)c2ccccc2Cl)c1)c1cccs1	5	4.0	33	19	-4	-8	1.9	3	-11
COc1cc(SC)ccc1C(=O)NCC1CCCO1 (configuration not stated)	-20	-0.5	-3	1	-1	-7	-0.4	6	-7
COc1ccc(/C=C2\CCCC(C(=O)C(F)(F)F)=C2O)cc1	-14	-0.2	-16	16	0	-5	-0.8	14	-5
COc1cc2c(cc1NC(=O)CSc1nc3cc(Cl)ccc3s1)oc1ccccc12	-5	0.4	-3	18	-4	-5	-0.2	2	-14
O=C(O)CSc1nc(-c2ccccc2)nc2c1CCCC2	-9	0.7	-4	1	-1	-7	0.5	-3	-11
CCO[C@@H]1OC(C(=O)Nc2ccccc2)=C[C@H](c2coc3ccccc3c2=O)[C@H]1CCCO	-16	0.6	2	4	-8	-23	0.4	6	-4
COc1ccc(/C=N\NC(=O)c2ccc([N+](=O)[O-])c(C)c2)cc1COc1ccccc1C(N)=O	-17	2.6	7	1	1	-6	0.4	5	3
CC(=O)N1CCc2cc(S(=O)(=O)NC(CC(C)C)C(=O)N3CCCC3)ccc21 (configuration not stated)	4	1.0	-2	1	-4	-4	-0.3	1	-8
CN(C)S(=O)(=O)c1cccc(NC(=S)Nc2ccc3cn[nH]c3c2)c1	-9	0.2	-25	3	-4	-17	0.5	1	10

Some values from above:
O=C(COC(=O)c1ccc(Cl)nc1)NC(=O)c1ccc(OC(F)F)cc1 | OXTR potentiate: -10
Cc1ccc(Cl)cc1NC(=O)CSc1nncn1-c1ccccn1 | CHO-K1 Ca antag: 14
CN1CCN(c2ccc(NC(=O)c3cc(S(N)(=O)=O)ccc3N3CCOCC3)cc2)CC1 | TAAR1 antagonist: -4
O=C1NC2(O)C(=O)c3ccccc3C2(O)N1 (configuration not stated) | TAAR1 antagonist: -8

Next part:
SMILES	CHO parental Ca	M1 ag parental	TAAR1 antagonist	CHO-K1 Ca PAM	CHRM1 agonist	OXTR potentiate	V1R ag counter	TAAR1 ag	CHO-K1 Ca antag
O=C(Nc1ccc2c(c1)OCO2)C1CCN(C(=O)c2ccc(Br)cc2)CC1	-8	1.1	8	23	-10	-12	-0.5	5	-14
COc1ccc(C(=O)Nc2ccc3c4c(cccc24)CC3)cc1	-14	0.8	8	10	-7	2	-0.5	6	-2
CNC(=O)c1cnn(-c2nc(-c3ccc(OC)cc3)cs2)c1C(F)(F)F	-2	2.2	11	9	-5	-9	1.6	-3	-12
N#Cc1ccc(/C=C/C(=O)c2ccco2)cc1	4	0.6	-9	22	14	11	1.5	1	-10
Cc1cc(C)n2cc(CSc3nnc(N)s3)nc2n1	3	0.2	0	17	-2	-3	1.8	-3	-5
CC1CCN(S(=O)(=O)c2cc3c4c(c2)C(C)C(=O)N4CCC3)CC1 (configuration not stated)	-11	0.6	-9	0	-3	0	-0.8	-1	-2
COc1cc(/C=C/c2cc(C(F)(F)F)[nH]c(=O)n2)cc(OC)c1OC	.	1.1	-16	29	-1	.	.	1	-12
CCOCCn1c(=O)c2c(nc3n2CCN3c2ccc(CC)cc2)n(C)c1=O	-4	-0.4	-34	13	-5	2	2.8	1	-7
COc1ccc(C(=O)c2sc(Nc3ccccc3F)nc2N)cc1	-33	-0.2	-3	-8	1	-17	-1.5	8	-8
Cc1ccc(C)c(OCC(=O)Nc2ccc(S(=O)(=O)N3CCN(C)CC3)cc2)c1	-9	2.9	-15	17	-1	-12	5.8	5	-9
Cc1ccc(C)c(NNC(N)=S)c1	9	4.3	-4	-6	-4	-3	1.2	2	-2
O=C(CCC1COc2ccccc2O1)NCC1COc2ccccc2O1 (configuration not stated)	-22	1.7	9	19	-2	-8	0.4	7	-11
COc1cccc(-c2nc(CS(=O)(=O)CC(=O)NCC(C)c3ccccc3)c(C)o2)c1 (configuration not stated)	-24	1.2	10	13	-2	-14	5.5	18	-20
COC(=O)c1[nH]c2c(c1C(=O)OC)CCc1ccccc1-2	-12	0.8	1	13	-2	-10	2.0	26	9
CC(C)Cn1c(N)c(C(=O)COC(=O)c2ccc(Br)cc2)c(=O)n(C)c1=O	-4	8.1	-11	-3	-3	-10	7.0	5	0
CCOC(=O)C1C(C(=O)OCC)C(C)(C)C1N(C)C (configuration not stated)	.	0.1	4	18	-3	.	.	1	8
CCN1C(=O)[C@H]2[C@@H](c3ccc(-c4ccccc4)c(OC)c3)N[C@@](CC(C)C)(C(=O)OC)[C@H]2C1=O	-14	-0.6	0	16	7	-6	1.6	1	-17
O=C(CSc1nnc(NC(=O)c2ccco2)s1)Nc1cccc(F)c1	-14	1.1	2	21	3	-4	4.1	11	-2
Cc1cc(=O)[nH]c(SCC(=O)N2CC3(C)CC2CC(C)(C)C3)n1 (configuration not stated)	-5	1.2	-12	16	1	-5	0.1	2	-8
Cc1c(NC(=O)/C(C#N)=C/c2ccc(-c3cc(Cl)ccc3Cl)o2)c(=O)n(-c2ccccc2)n1C	-14	-0.1	-12	-11	-11	10	-1.1	5	12
CCCn1nnc(NC(=O)c2cccc(Cl)c2)n1	1	-0.2	10	5	-4	-13	7.7	1	9
C/C(CC(=O)NC(C)(C)C)=N\NC(=O)COc1ccc(C)cc1Br	-17	0.3	-11	12	-8	-2	-0.7	0	-13
O=C(CSc1nnc(SCc2cccc3ccccc23)s1)c1ccc2c(c1)OCO2	-4	0.2	-1	-2	-3	-1	1.1	3	2
CCCCC1Cc2[nH]c(=S)[nH]c(=O)c2C(C(C)C)O1 (configuration not stated)	.	-0.2	6	16	.	.	.	3	-8
O=C(Nc1cc(-c2ccccc2)cs1)c1ccco1	.	0.1	14	3	-5	.	.	2	3
More records follow.
SMILES	CHO parental Ca	M1 ag parental	TAAR1 antagonist	CHO-K1 Ca PAM	CHRM1 agonist	OXTR potentiate	V1R ag counter	TAAR1 ag	CHO-K1 Ca antag
COC(/C=C/Nc1ccc(C)cc1)=C(C#N)C#N	0	0.3	-5	-7	-6	-2	-0.6	2	-5
Cc1ccc(C(=O)CSc2nnc(-c3ccccc3N)n2C)cc1	-5	0.1	3	-7	-6	2	1.1	1	0
COc1ccccc1N1CCN(S(=O)(=O)c2cn(C)c(=O)n(C)c2=O)CC1	-6	0.6	-16	12	-2	-3	-0.1	2	-9
O=C(N/N=C/C=C\c1ccco1)c1cccs1	-8	-0.9	3	-18	-3	-4	0.0	2	10
C/C=C(/C)C(=O)Nc1cccc(C2=NOC3(C2)C[C@@H](C(N)=O)N(C(=O)CCCCC)C3)c1 (some centres not stated)	7	0.1	12	12	-6	0	0.2	10	-14
Cc1cc(N2C(=O)C(O)=C(C(=O)c3cc4ccccc4o3)C2c2ccc([N+](=O)[O-])cc2)no1 (configuration not stated)	2	0.0	4	9	0	-8	0.4	0	13
CSc1ccc(S(=O)(=O)N2CC(=O)Nc3ccccc32)cc1	-11	0.1	10	16	1	-13	0.0	1	-13
CCOC(=O)N1CCC(n2c(SCC(=O)c3ccccc3)nc3ccsc3c2=O)CC1	-4	-0.1	12	4	-2	-5	0.3	15	6
CCn1c(=N)n(CC(=O)c2ccco2)c2ccccc21	-23	0.9	-2	26	-6	2	-0.9	3	-19
COc1ccccc1NC(=O)C1=C(C)Nc2nc3ccccc3n2C1c1cccs1 (configuration not stated)	-21	3.3	-10	28	-3	-7	-0.7	10	-8
CC(NC(=O)C(=O)NCc1cccs1)c1ccccc1 (configuration not stated)	-2	0.8	1	-1	0	-8	1.1	3	-11
CC(NC(=S)N1CCN(c2ccccc2)CC1)c1ccccc1 (configuration not stated)	-10	1.2	-17	1	-4	-5	-0.6	1	-4
COC(=O)[C@@H](CC(C)C)N(Cc1ccccc1)S(=O)(=O)N(Cc1ccccc1)[C@@H](CC(C)C)C(=O)OC	-29	-0.5	-2	-8	2	-10	3.1	2	-1

In a second layout: entries from further up.
Value order – CHO parental Ca, M1 ag parental, TAAR1 antagonist, CHO-K1 Ca PAM, CHRM1 agonist, OXTR potentiate, V1R ag counter, TAAR1 ag, CHO-K1 Ca antag
CC(NC(=O)C(=O)NCc1cccs1)c1ccccc1 (configuration not stated)
    -2, 0.8, 1, -1, 0, -8, 1.1, 3, -11
CC(NC(=S)N1CCN(c2ccccc2)CC1)c1ccccc1 (configuration not stated)
    -10, 1.2, -17, 1, -4, -5, -0.6, 1, -4

Screening results from PubChem BioAssay.
